# Compound activity: PubChem BioAssay, several laboratories
# NS5 inhibitors: Dengue-2 NS5 methyltransferase inhibitors, primary screen, biochemical, confirmation dose response (AID 588689) | Dengue-2 NS5 methyltransferase capping enzyme assay, biochemical; higher % means a stronger effect | Genome polyprotein (Dengue virus type 2 (strain 16681-PDK53)) | actives 0.3% (n = 340,000) | inhibition, % at 25 µM; hits with a dose series show IC50 in µM; in the data active means a potency from the dose series; inconclusive means inhibition above about 29% without an active follow-up result
# T cell modulator: modulators of CD8 T cell-vesicle binding, primary screen, mouse 2C CD8+ T cells, flow cytometry; AID 2052, 2009; calls only at 7 µM; 2C CD8+ T cell-vesicle binding; active compounds read low; actives 0.068% (n = 330,000);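 active means response, share of CD8 T cells binding vesicles, and their 90th percentile fluorescence all below set limits, cut at about 80% in these data, passing the limit was not always enough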
#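 Material: murine 2C transgenic CD8+ T lymphocytes / Also added: QL9-peptide-loaded Drosophila micro-vesicles bearing Ld, ICAM-1 and B7-1 / Schedule: binding step 1.5 h, 37 °C, antibody labelling 20 min, ice / Signal: flow cytometry, PE anti-B7-1 (FL2) versus Alexa647 anti-CD8 (FL8), PFA-fixed / Evaluation: percent CD8+ FL2 mean versus row control / Benchmarks: naked versus QL9-loaded vesicles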
# SV40 large T antigen: SV40 large T antigen inhibitors, biochemical (AID 1903); SV40 large T antigen ATPase/helicase inhibition assay; higher % means a stronger effect; one-dose inhibition, % at 20 µM; IC50 in µM for titrated hits; actives 0.39% (n = 310,000); in the data active means a potency from the dose series; inconclusive means inhibition mostly from about 32% at the one dose, without a potency; inactive means the rest, 99 in 100 with inhibition below about 32%; further: strong numbers were not always called active
# RSV antiviral HEp-2: RSV antiviral activity via CPE protection, HEp-2 cells, primary 10 µM value included (AID 2391). HEp-2 cells, RSV-induced CPE inhibition; higher % means a stronger effect. CPE inhibition, % at 10 µM, or IC50 in µM where a hit was titrated. actives 0.13% (n = 310,000); in the data active means a potency from the dose series; inconclusive means CPE inhibition mostly from about 23% at the one dose, without a potency; inactive means the rest, 99 in 100 with CPE inhibition below about 21%; further: strong numbers were not always called active
# UTI89 phage lysis: inhibition of K1F phage lysis, E. coli UTI89, bacterial capsule biogenesis inhibitors, alamar blue (AID 488966); E. coli UTI89 K1F phage lysis, alamar blue, 2 h; higher % means a stronger effect; inhibition, % at 100 µM; hits with a dose series show IC50 in µM; actives 0.02% (n = 340,000);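 active means phage lysis inhibition, versus mean bacterial control, above a set limit; inconclusive means no clear call, values can overlap the other calls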;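 further: capsule biogenesis inhibitors block K1F phage lysis so surviving cells raise fluorescence; higher fluorescence means more inhibition of phage lysis; actives were called in the ten point dose series up to 300 µM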
# Salmonella PhoP GFP: inhibitors of PhoP regulon expression, primary screen, Salmonella Typhimurium, GFP reporter (AID 1863); actives 0.16% (n = 300,000); S. Typhimurium PhoP-regulated promoter GFP reporter, 4 h; higher % means a stronger effect; inhibition, % at 50 µM; hits with a dose series show IC50 in µM;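 active means inhibition over 29.93%, a cutoff 3 SD above the screen mean, later confirmed by dose response; inconclusive means inhibition over 29.93% but no dose response follow-up; inactive means inhibition at most 29.93% or unconfirmed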;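 further: 0% = low Mg2+ inducing control and 100% = high Mg2+ repressing control; strong numbers were not always called active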
# MgcRacGAP inhibition: MgcRacGAP GTPase-activating activity inhibitors, confirmation, biochemical, ADP Hunter fluorescence. Rac GTPase-activating protein 1 (Homo sapiens). MgcRacGAP-stimulated Rac1 GTP hydrolysis, ADP Hunter fluorescence; higher % means a stronger effect; GST-tagged Rac1 F28L mutant substrate. one-dose inhibition, % at 30 µM; IC50 in µM for titrated hits. actives 0.6% (n = 340,000). AID 624330, 2012;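 active means first-screen hits whose inhibition reached a set limit at any dose in the follow-up dose series; inconclusive means inhibition above the set first-screen limit but never retested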;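 further: fluorescence reports GDP produced by GAP-driven GTP hydrolysis; strong numbers were not always called active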
# West Nile virus CPE: West Nile virus antiviral activity, cell-based, CPE readout (AID 1621). West Nile virus-infected cells, CPE inhibition; higher % means a stronger effect. one-dose CPE inhibition, % at 10 µM; IC50 in µM for titrated hits. actives 0.02% (n = 290,000); in the data active means a potency from the dose series; inconclusive means CPE inhibition mostly from about 3.7% at the one dose, without a potency; inactive means the rest, 99 in 100 with CPE inhibition below about 2.2%; further: strong numbers were not always called active
# NTR1 agonist: agonists of NTR1, primary screen, imaging, U2OS cells, beta-arrestin-GFP, high content (AID 493036). activation, % at 20 µM. Neurotensin receptor type 1 (Homo sapiens), P30989. NTR1-U2OS beta-arrestin-GFP spot imaging, agonist mode. actives 0.17% (n = 330,000);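 active means activation at or above 40% of the spot to cytoplasm intensity ratio, with at least 20 cells analyzed; inconclusive means wells under 20 cells, flagged as cytotoxic or low count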;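 further: 0% = DMSO without peptide and 100% = 100 nM NTR1 peptide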
# Target sequence (P30989 whole entry, looked up): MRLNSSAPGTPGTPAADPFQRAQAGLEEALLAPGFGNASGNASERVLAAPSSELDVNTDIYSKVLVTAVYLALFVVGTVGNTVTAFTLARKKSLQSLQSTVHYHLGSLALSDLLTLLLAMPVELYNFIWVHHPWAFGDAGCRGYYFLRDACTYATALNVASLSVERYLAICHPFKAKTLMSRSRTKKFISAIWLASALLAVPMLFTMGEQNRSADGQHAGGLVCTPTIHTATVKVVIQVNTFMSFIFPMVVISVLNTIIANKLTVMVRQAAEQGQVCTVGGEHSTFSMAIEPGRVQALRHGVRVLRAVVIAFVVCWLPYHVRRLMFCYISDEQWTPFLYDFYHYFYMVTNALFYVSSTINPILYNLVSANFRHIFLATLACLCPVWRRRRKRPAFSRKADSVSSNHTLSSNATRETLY
# T cell modulator vesicle-bound %: recorded beside T cell modulator, whose call it bears; double positive events, %; measured here: CD8+ vesicle-bound cell fraction;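 binding gate set so that unloaded-vesicle control wells show 10% double positive cells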
# NTR1 agonist cell count 20 µM: recorded beside NTR1 agonist, whose call it bears; cell count; measured here: cell count, cytotoxicity flag
# NS5 inhibitors pilot replicate: second read-out of NS5 inhibitors, no call of its own (marks repeat the call); inhibition, %; measured here: pilot screen replicate inhibition
# An asterisk follows results filed as active; i = inactive; u = inconclusive; x = no result given; [ ] = dose if it differs, or a comment.
SMILES,NS5 inhibitors,T cell modulator,T cell modulator vesicle-bound %,SV40 large T antigen,RSV antiviral HEp-2,UTI89 phage lysis,Salmonella PhoP GFP,MgcRacGAP inhibition,West Nile virus CPE,NTR1 agonist,NTR1 agonist cell count 20 µM,others
Cn1c(-c2ccccc2)cnc1NCc1ccccc1,-6%,i,45,37%,0.6%,0.5%,0%,u,-1.2%,0.2,62,
CCOC(=O)N1CCC(Nc2c(NCCCN(CC)CC)c(=O)c2=O)CC1,-1%,i,48,-1%,2.4%,0.1%,2%,0%,-0.3%,-1.6,82,
CCNC(=S)Nc1cc(OCC)c(NC(=O)c2ccco2)cc1OCC,4%,i,13,8%,1.2%,-3.7%,7%,-5%,-0.1%,0.4,38,
O=C(O)C1C2C=CC(CC2)C1C(=O)O (centres undefined),2%,i,57,7%,2.0%,0.3%,-1%,8%,-0.1%,1.5,96,
COc1ccc(NC(=O)c2c(C)nn(-c3ccccc3)c2Cl)cc1,-6%,i,47,28%,2.3%,-2.1%,-3%,5%,0.0%,0.4,57,
OC(CNCc1ccc(Cl)cc1)COc1ccccc1 (centres undefined),-4%,i,48,2%,-0.6%,0.0%,14%,25%,-0.1%,-1.8,71,
C=CCn1c(SCc2nc3scc(-c4ccccc4)c3c(=O)[nH]2)nnc1-c1ccccc1F,3%,i,5,4%,15%,0.1%,-3%,10%,-0.8%,6.4,57,
Nc1nc2ccccc2n1CCN1CCCC1,-2%,i,35,5%,-0.2%,9.8%,2%,8%,0.1%,-1.1,79,
COC(=O)NCC(c1ccco1)N1CCN(c2ccc(OC)cc2)CC1 (centres undefined),-5%,i,18,24%,1.3%,-0.9%[50 µM],3%,8%,-0.5%,2.6,55,
NC(=O)NCc1ccccc1F,x,i,61,19%,-1.2%,x,0%,x,0.6%,-0.2,44,
CC(=O)Nc1ccc2nc(NC(=O)COc3ccccc3Cl)sc2c1,-11%,i,13,7%,-1.9%,0.2%,3%,4%,0.1%,2.8,59,
CCn1c(SCC(=O)Nc2cccc(C)n2)nc2c1c(=O)n(C)c(=O)n2C,-6%,i,57,x,1.8%,0.0%,x,12%,-0.4%,-0.1,103,
C[C@H](NCc1c[nH]c2ccccc12)c1ccccc1,3%,i,16,10%,1.8%,1.6%,3%,8%,-0.9%,2.6,59,
CCCc1ccc2oc(C(=O)N3CCCC3)c(C)c2c1,-3%,i,31,9%,7.2%,0.5%,-4%,4%,-0.9%,6.2,62,
O=C(Cc1ccc([N+](=O)[O-])cc1)Nc1nnc(C2CC2)s1,-3%,i,52,5%,1.8%,1.7%[50 µM],-4%,7%,-0.3%,1.2,51,
Nc1c(C(=O)O)sc2nc(-c3ccccc3)cc(-c3ccc(F)cc3)c12,-5%,i,23,16%,2.0%,-4.3%[50 µM],-4%,-4%,0.3%,2.8,71,
COc1ccc2c(c1)c(C)cc[n+]2Cc1ccccc1,-3%,i,56,13%,9.1%,0.1%,0%,11%,u,0.1,64,
O=C(CCN1C(=O)/C(=C/c2cccs2)SC1=S)Nc1ccc(C(=O)O)c(O)c1,15%,i,25,35%,2.5%,-0.4%,-8%,12%,0.0%,0.9,67,
COc1ccc2nc(C)cc(C(=O)O)c2c1,-1%,i,32,7%,0.0%,0.3%,-4%,1%,-0.2%,1.2,45,
CC(C)n1c(N2CCN(C(=O)Nc3ccccc3)CC2)nc2ccccc21,-11%,i,36,0%,1.1%,5.4%,-4%,7%,0.6%,-2.0,86,

# Taken from the entries so far for reference:
SMILES,NS5 inhibitors,T cell modulator,T cell modulator vesicle-bound %,SV40 large T antigen,RSV antiviral HEp-2,UTI89 phage lysis,Salmonella PhoP GFP,MgcRacGAP inhibition,West Nile virus CPE,NTR1 agonist,NTR1 agonist cell count 20 µM,others
CCn1c(SCC(=O)Nc2cccc(C)n2)nc2c1c(=O)n(C)c(=O)n2C,-6%,i,57,x,1.8%,0.0%,x,12%,-0.4%,-0.1,103,
C[C@H](NCc1c[nH]c2ccccc12)c1ccccc1,3%,i,16,10%,1.8%,1.6%,3%,8%,-0.9%,2.6,59,
CCCc1ccc2oc(C(=O)N3CCCC3)c(C)c2c1,-3%,i,31,9%,7.2%,0.5%,-4%,4%,-0.9%,6.2,62,
O=C(Cc1ccc([N+](=O)[O-])cc1)Nc1nnc(C2CC2)s1,-3%,i,52,5%,1.8%,1.7%[50 µM],-4%,7%,-0.3%,1.2,51,
Nc1c(C(=O)O)sc2nc(-c3ccccc3)cc(-c3ccc(F)cc3)c12,-5%,i,23,16%,2.0%,-4.3%[50 µM],-4%,-4%,0.3%,2.8,71,
COc1ccc2c(c1)c(C)cc[n+]2Cc1ccccc1,-3%,i,56,13%,9.1%,0.1%,0%,11%,u,0.1,64,
O=C(CCN1C(=O)/C(=C/c2cccs2)SC1=S)Nc1ccc(C(=O)O)c(O)c1,15%,i,25,35%,2.5%,-0.4%,-8%,12%,0.0%,0.9,67,
COc1ccc2nc(C)cc(C(=O)O)c2c1,-1%,i,32,7%,0.0%,0.3%,-4%,1%,-0.2%,1.2,45,
CC(C)n1c(N2CCN(C(=O)Nc3ccccc3)CC2)nc2ccccc21,-11%,i,36,0%,1.1%,5.4%,-4%,7%,0.6%,-2.0,86,

# Further entries:
SMILES,NS5 inhibitors,T cell modulator,T cell modulator vesicle-bound %,SV40 large T antigen,RSV antiviral HEp-2,UTI89 phage lysis,Salmonella PhoP GFP,MgcRacGAP inhibition,West Nile virus CPE,NTR1 agonist,NTR1 agonist cell count 20 µM,others
CCC(C)c1ccc(NC(=O)COC(=O)c2nc3nccc(C)n3n2)cc1 (centres undefined),-5%,i,50,7%,0.1%,0.3%,3%,2%,0.1%,-1.7,38,
CCOC(=O)c1ccc(NC(=O)c2nc[nH]c2C(=O)N(CC)CC)cc1,-8%,i,20,7%,0.9%,1.5%,1%,4%,0.1%,1.2,97,
COc1ccc(Cl)cc1NC(=O)Nc1ccccc1SC,-3%,i,32,11%,3.0%,0.4%,-5%,11%,-0.8%,8.2,36,
O=C(CN1CCc2ccccc2C1)NCC(=O)Nc1ccc(F)cc1,-6%,i,26,7%,0.6%,0.2%,-3%,9%,-1.1%,-0.3,71,
Cc1ccc2[nH]cc(CCNC(=O)C3CCCCC3)c2c1,-11%,i,59,12%,20%,-1.1%,6%,-8%,-1.4%,-0.2,72,
CNC(=S)N1N=C(c2ccc(C)cc2)CC1c1cc(OC)ccc1OC (centres undefined),-5%,i,42,3%,1.1%,0.1%,-7%,1%,-1.3%,4.3,90,
CCc1nnc(NC(=O)CCC(=O)N2CCN(Cc3ccc(OC)c(F)c3)CC2)s1,-7%,i,14,28%,2.3%,0.1%,-12%,9%,0.5%,0.4,77,
CCOC(=O)N1CCN(S(=O)(=O)c2ccc(C(=O)Nc3sc4c(c3C#N)CCC4)cc2)CC1,-2%,i,27,25%,0.5%,-0.1%,-3%,6%,x,4.6,41,
N#CC1=C(N)OC2=C(C(=O)CCC2)C12CCC1(CC2)OCCO1,1%,i,61,9%,1.1%,0.1%,-3%,6%,1.2%,1.7,79,
O=C(COc1ccc(C(=O)c2ccc(F)cc2)cc1)Nc1cccc(S(=O)(=O)N2CCOCC2)c1,-2%,i,52,x,x,-4.2%,x,4%,x,0.8,61,
CC(C)Oc1ccc(C2C(C#N)=C(N)Oc3c2oc(CO)cc3=O)cc1 (centres undefined),-3%,i,26,4%,2.9%,0.7%,6%,4%,0.2%,0.5,57,
CC(=O)Nc1cccc(/C(C)=N/NC(=O)c2cc(-c3ccncc3)nc3ccccc23)c1,6%,i,15,5%,4.2%,0.1%,-12%,14%,0.5%,-0.4,50,
COc1ccc(CC(=O)OCC(=O)NNC(=O)c2ccccc2)cc1,-7%,i,45,x,x,0.8%[50 µM],x,4%,x,-1.1,61,
C/C(=N/NC(=O)CNc1ccc(Cl)cc1C)c1ccc(C)cc1,-6%,i,56,7%,2.0%,2.5%,4%,9%,0.6%,2.4,71,
CCOc1ccc(S(=O)(=O)N2CCN(C(=O)c3cc4ccccc4o3)CC2)cc1,6%,i,34,x,x,0.2%[50 µM],x,5%,x,0.2,62,
c1ccc2[nH]c(-c3cscn3)nc2c1,3%,i,63,15%,4.5%,1.7%,2%,7%,x,x,x,
CCOc1ccc2[nH]c(=O)c(CN(Cc3nnnn3Cc3ccccc3)CC3CCCO3)cc2c1 (centres undefined),-1%,i,1,6%,15%,-0.2%,6%,4%,-0.3%,-0.3,35,
COC(=O)c1sccc1NC(=O)CSc1ccccc1NS(=O)(=O)c1ccc(Cl)cc1,-4%,i,40,14%,12%,-0.5%,34%,5%,0.3%,2.9,74,
O=C(O)CCCNS(=O)(=O)c1cccs1,1%,i,48,13%,3.0%,0.4%,-7%,12%,-0.1%,0.9,33,
CC12CNCC(C)(CN(C3(O)C(=O)Nc4ccc(Br)cc43)C1)C2=O (centres undefined),-12%,i,18,0%,2.0%,1.5%,4%,3%,-0.1%,0.8,40,
CCOP(=O)(c1ccc(N(C)C)cc1)C(O)c1ccccc1OC (centres undefined),-3%,i,12,-2%,1.8%,0.4%,20%,5%,-0.1%,-0.5,76,NS5 inhibitors pilot replicate=0.1
O=C(Nc1cccc([N+](=O)[O-])c1)c1[nH]ncc1Cl,-4%,i,11,6%,4.1%,0.4%,20%,2%,0.5%,0.1,64,
COc1ccc(CNC(=O)CCn2c(=O)oc3ccccc32)cc1,-6%,i,12,11%,0.4%,-0.3%,-1%,3%,0.1%,-0.2,63,
COc1cc(C(=O)NC2CCN(Cc3ccccc3)CC2)cc(Cl)c1OC(C)C,-4%,i,16,9%,4.7%,0.3%,-4%,5%,-1.0%,5.3,48,
